Assay outcomes from PubChem BioAssay.
PAFAH1B2 inh: PAFAH1B2 enzyme inhibitors, primary screen, biochemical, fluorescence polarization, human; recombinant PAFAH1B2, FP-rhodamine activity probe; AID 492953, 2010; Platelet-activating factor acetylhydrolase IB subunit alpha2 (Homo sapiens), P68402; 340,000 compounds, 1.2% hits; inhibition, % at 3.39 µM;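 active = inhibition above the mean of all tested compounds plus 3 SD, cut at about 24% in these data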;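 also: 0% = enzyme with DMSO and 100% = wells lacking PAFAH1B2; many of its hits are not listed in these tables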
Target sequence (P68402 whole entry, looked up): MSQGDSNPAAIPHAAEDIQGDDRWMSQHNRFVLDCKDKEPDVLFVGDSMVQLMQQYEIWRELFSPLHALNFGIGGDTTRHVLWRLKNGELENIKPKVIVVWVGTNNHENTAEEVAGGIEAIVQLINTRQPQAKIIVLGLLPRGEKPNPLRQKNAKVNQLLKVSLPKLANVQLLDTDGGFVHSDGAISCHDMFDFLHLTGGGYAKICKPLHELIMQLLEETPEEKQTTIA
PAFAH1B3 FP inh: PAFAH1B3 enzyme inhibitors, primary screen, biochemical, fluorescence polarization, human; 340,000 compounds, 0.28% hits; recombinant PAFAH1B3, FP-rhodamine probe; inhibition, % at 3.39 µM;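 active = inhibition above the screen-wide average of all tested compounds plus 3 SD, cut at about 25% in these data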;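 also: 0% = enzyme with DMSO only and 100% = wells lacking PAFAH1B3 protein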
Target sequence (Q15102 whole entry, looked up): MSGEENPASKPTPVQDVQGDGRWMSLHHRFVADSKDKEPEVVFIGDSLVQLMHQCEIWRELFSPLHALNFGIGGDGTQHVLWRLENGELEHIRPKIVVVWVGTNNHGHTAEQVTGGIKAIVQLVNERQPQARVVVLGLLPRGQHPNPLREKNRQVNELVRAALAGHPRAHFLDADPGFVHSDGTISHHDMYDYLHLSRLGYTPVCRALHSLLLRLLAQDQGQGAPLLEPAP
PAFAH2 FP inh: PAFAH2 enzyme inhibitors, primary screen, biochemical, fluorescence polarization, human. Platelet-activating factor acetylhydrolase 2, cytoplasmic (Homo sapiens), Q99487. recombinant PAFAH2, FP-rhodamine activity probe. inhibition, % at 3.39 µM. 340,000 compounds, 0.99% hits. AID 492956, 2010;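 active = inhibition above the mean over all tested compounds plus 3 SD, cut at about 30% in these data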;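 also: inhibitors block probe labeling of enzyme so polarization drops; 0% = enzyme with DMSO and 100% = wells lacking PAFAH2 protein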
* hit, by the source's call. Not all compounds are listed, so the mix of outcomes need not match the whole.

Each structure is followed by: PAFAH1B2 inh | PAFAH1B3 FP inh | PAFAH2 FP inh
> Cc1nc(N2CCN(Cc3ccc4c(c3)OCO4)CC2)[nH]c(=O)c1C
→ 2 | 9 | 0
> Cc1cccc(C=CC(=O)c2ccccc2)c1
→ -5 | 0 | -4
> CC(O)C(NS(=O)(=O)c1ccc2ccccc2c1)C(=O)OCC(=O)Nc1ccccc1OC(F)F (stereo not drawn)
→ 3 | 1 | 6
> Cc1cnc(N=Nc2ccccc2)[nH]1
→ 3 | -3 | 3
> COc1cccc(/C=C2/C(=O)NN(c3ccc(F)cc3)C2=O)c1
→ 5 | -2 | 8
> COc1ccc(OCCn2cnc3ccccc32)cc1
→ 4 | 7 | 3
> CCCC(=O)Nc1nnc(S(=O)(=O)N(CC)c2ccc(OC)cc2)s1
→ 8 | 7 | 14
> CC(=O)NC(Cc1ccc(C)cc1)C(=O)NC1CCN(C(=O)NCc2ccccc2)CC1 (stereo not drawn)
→ 5 | 4 | 2
> COc1ccc(C=NNC(=O)CCCC(=O)NN=Cc2ccc(OC)c(O)c2)cc1O
→ 5 | 6 | -3
> COc1ccc(C=C(NC(=O)c2ccccc2)C(=O)O)cc1OC
→ -1 | 2 | 5
> Cc1ccc(Cl)cc1NC(=O)CON=C(N)c1ccccc1
→ -1 | 2 | 0
> CN(Cc1cnc2nc(N)nc(N)c2n1)c1ccc(C(=O)NC(CCC(=O)O)C(=O)O)cc1C(F)(F)F (stereo not drawn)
→ 4 | 4 | 10
> Oc1ccccc1C=NN=CC=Cc1ccccc1
→ 4 | 5 | -2
> CCOC(=O)CCC(NC(=O)c1ccc(CNc2nc3cc(C(F)(F)F)ccc3nc2C(=O)OCC)cc1)C(=O)OCC (stereo not drawn)
→ 2 | 8 | 2
> COc1cc(N)c2ncsc2c1
→ 2 | -4 | -2
> Cc1ccc(C(C)C)c(OCC(=O)NNC(=O)C2CSC3(C)CCC(=O)N23)c1 (stereo not drawn)
→ 4 | 8 | -3
> O=C(Nc1cccc(Br)c1)C1CC(=O)N(C2CCCC2)C1 (stereo not drawn)
→ 3 | 3 | 2
> CC1(C2CC2)NC(=O)N(CC(=O)N2CCN(c3ccc(F)cc3)CC2)C1=O (stereo not drawn)
→ 2 | 5 | 5
> COc1ccc(CC(=O)NCc2nnc(SCC(=O)N3CCN(c4ccccc4)CC3)n2C)cc1
→ 4 | 12 | -5
> Cn1c(N)c(C(=O)COC(=O)COc2ccccc2Cl)c(=O)n(C)c1=O
→ -2 | -1 | 2
> CC(C)(C)c1nnc(NS(=O)(=O)c2ccc([N+](=O)[O-])cc2)s1
→ 8 | 7 | -2
> O=C1CC(c2ccccc2)=C(c2ccccc2)C1
→ 20 | 7 | 1
> O=c1ccn([C@@H]2O[C@H](CNS(=O)(=O)C3CC3)[C@@H](O)[C@H]2O)c(=O)[nH]1
→ 3 | 5 | -15
> O=c1oc2ccccc2c(O)c1Sc1c(O)c2ccccc2oc1=O
→ 4 | 6 | 19
> CON=C(C(=O)NC1C(=O)N2C(C(=O)O)=C(CSc3nc(=O)c(=O)[nH]n3C)CSC12)c1csc(N)n1 (stereo not drawn)
→ 2 | 7 | 5
> CCN1CCN(Cc2nc3c(c(=O)n(C)c(=O)n3C)n2CCc2ccccc2)CC1
→ 0 | 14 | 3
> O=C(O)c1ccc(N/N=C/c2ccc(-c3ccccc3)cc2)cc1
→ 7 | 5 | 10
> Cn1nc(C(=O)Nc2nc(-c3ccccn3)cs2)c2ccccc2c1=O
→ 0 | 12 | 3
> N#Cc1ccccc1NC(=S)NC(=O)C1CCC1
→ 5 | 10 | -4
> N#CC1C=Cc2c(ccc3ccccc23)N1C(=O)c1ccccc1 (stereo not drawn)
→ 4 | -1 | 0
> COc1ccc(CN2CCN(C(=O)c3ccc(S(=O)(=O)NCc4ccco4)cc3)CC2)cc1F
→ 3 | 2 | -2
> COc1ccc(S(=O)(=O)N2CCN(CC(=O)N3c4ccccc4CC3C)CC2)cc1OC (stereo not drawn)
→ 3 | 7 | 1
> COCCn1c(SCc2nnc(-c3ccccc3)o2)nc2sc3c(c2c1=O)CCC3
→ 2 | 4 | 2
> CCOC(=O)C(=O)Cc1cccnn1
→ 8 | 10 | 10
> COc1ccc(NC(=O)/C(N=Nc2cccc(S(=O)(=O)Nc3ccc(SC(F)F)cc3)c2)=C(\C)O)cc1
→ -24 | -44 | -12
> COCCN(Cc1cn[nH]c1-c1ccc2cc(OC)ccc2c1)C(C)C
→ 5 | 2 | 6
> CC(=O)Oc1ccc2ccc3ccc(C(C)=O)cc3c2c1
→ 6 | 3 | 4
> O=c1c2[nH]c3ccc(Cl)cc3c2ncn1Cc1ccccn1
→ 0 | 5 | 6
> O=C(NC1CCCCCCC1)c1cccc(S(=O)(=O)N2CCOCC2)c1
→ 0 | -3 | 0
> CCCn1c(C(C)NC(=O)c2ccccc2)nc2ccccc21 (stereo not drawn)
→ 1 | 0 | 4
> COc1cc(OC)c(C(=O)OCC(=O)NCC2CCCCC2)cc1OC
→ 1 | -5 | 51*
> Cc1ccc(C2=NN=C(NC(=O)C(F)(F)F)SC2)cc1
→ -4 | 1 | -2
> Cc1ccc(S(=O)(=O)c2c[nH]c3ccc(C)cc3c2=O)cc1
→ 3 | 7 | 3
> CC12CCC(=O)C=C1CCC1C2C(O)CC2(C)C1CCC2(O)C(=O)COC(=O)COCC(=O)O (stereo not drawn)
→ 4 | 2 | 6
> CCCc1cc(N2CCOCC2)n2ncc(-c3ccccc3)c2n1
→ -1 | 15 | 2
> CCN(C(=O)COC(=O)CCc1ccc(OC)cc1)c1c(N)n(Cc2ccccc2)c(=O)[nH]c1=O
→ 3 | 3 | 11
> Cc1c(NC(=O)c2cccc(NC(=O)COc3ccc(C#N)cc3)c2)c(=O)n(-c2ccccc2)n1C
→ 4 | 5 | -4
> CC(=O)N1c2cc3ccccc3cc2N(C(C)=O)c2cc3ccccc3cc21
→ 4 | -1 | 3
> CCCCN1CC(COCc2ccccc2)Oc2cccc(Oc3ccc(C(C)C)cc3)c2S1(=O)=O (stereo not drawn)
→ 2 | 2 | 3
> O=C1OCC(O)=C1Cc1ccccc1
→ 4 | 1 | -2
> C[C@H]1NC(=O)[C@]2(C)[C@@H](c3ccccc3)[C@H]3COc4ccccc4[C@H]3N2C1=O
→ 8 | 0 | -1
> CCOc1ccc(NC(=O)CN2C(=O)/C(=C3\SC(=S)N(C4CCS(=O)(=O)C4)C3=O)c3ccccc32)cc1 (stereo not drawn)
→ 4 | 3 | -8
> CCOc1ccc(/C=N/NC(=O)c2[nH]c3ccc(C)cc3c2C)cc1
→ 3 | 15 | 10
> CC1CCCN(CCC(=O)c2ccccc2)C1 (stereo not drawn)
→ 5 | 1 | -2
> O=C(CNc1cccc(F)c1)Nc1cccc(S(=O)(=O)N2CCCCC2)c1
→ 3 | 0 | 1
> CCCCn1c2ccccc2c2nnc(SCCN3CCCCC3)nc21
→ -3 | -1 | 1
> O=C(CCC(=O)c1cccs1)OCC(=O)c1ccccc1F
→ 3 | 11 | 2
> CN(C)c1cccc(NC(=O)NC2(C)CCS(=O)(=O)C2)c1 (stereo not drawn)
→ 3 | 7 | 5
> CN(C(=O)CSc1nc2ccccc2o1)C1CCCCC1
→ 8 | 9 | -1
> Cn1c(SCC(=O)Nc2ccc3nc(SCC(=O)N4CCCC4)sc3c2)nnc1-c1ccc(N)cc1
→ -4 | -1 | 13

Carrying on.
Each structure is followed by: PAFAH1B2 inh | PAFAH1B3 FP inh | PAFAH2 FP inh
> CCOC(=O)C1CCN(C(=O)COC(=O)c2cccc(NS(=O)(=O)c3ccccc3)c2)CC1
→ 4 | 17 | 5
> Cn1cc[nH]c1=S
→ 1 | 5 | -6
> Cc1ccc2c(COC(=O)C3=COCCO3)cc(=O)oc2c1
→ 7 | 2 | 0
> Oc1ccc(NC(=S)N=Nc2c(O)[nH]c3ccc(Br)cc23)cc1
→ 11 | 19 | 12
> O=[N+]([O-])c1cccc2[nH]ncc12
→ 2 | 5 | 5
> COc1ccc(NC(=O)CN2C(=O)S/C(=C/c3cccn3-c3ccc(C(=O)O)cc3)C2=O)cc1
→ 6 | 4 | 9
> Nc1ccc2c(c1)Cc1cc(N)c(Br)cc1-2
→ 1 | 7 | 2
> Oc1c(Cl)cc(Oc2cc(Cl)c(O)c(CN3CCOCC3)c2)cc1CN1CCOCC1
→ 2 | -6 | 4
> CCc1cc(CNC(=O)C2CCC(=O)N(CCc3cccc(F)c3)C2)on1 (stereo not drawn)
→ 5 | -4 | 6
> CCN1CCN(S(=O)(=O)c2ccc(Cl)c(C(=O)N(CCc3ccccc3)Cc3ccccc3)c2)CC1
→ 2 | 1 | 8
> CC(NC(=S)NCCCN1CCOCC1)C1CC2CCC1C2 (stereo not drawn)
→ 6 | 6 | 18
> CCOc1ccc(-n2cc(C(=O)Nc3ccc(Cl)cn3)c3cc(OC)c(OC)cc3c2=O)cc1
→ 9 | 12 | 3
> CC(C)(CC(=O)c1ccccc1)CC(=O)c1ccccc1
→ 21 | 3 | 6
> CC(C)(C)c1nnc2sc(SCC(O)=C(C#N)c3nc4ccccc4[nH]3)nn2c1=O
→ 4 | 8 | 13
> O=C(CCNC(=O)c1ccco1)Nc1nc2ccccc2s1
→ 6 | 15 | 5
> COc1cccc(CNCc2ccc3c(c2)OCO3)c1
→ 4 | 3 | 0
> c1ccc2sc(N3CCCCC3)nc2c1
→ 1 | -3 | -1
> C/C(=N\NC(=O)c1ccn(C)n1)c1ccc(NC(=O)C2CCC2)cc1
→ 4 | 7 | -6
> COc1ccc2c(c1)C(=O)C1NC(=O)NC(=O)C1(Br)N2 (stereo not drawn)
→ -2 | 3 | 3
> COCCNCC(=O)Nc1nc(C)cs1
→ 8 | 10 | 12
> CCN(CC)C(CNC(=O)CSc1nnnn1-c1c(C)cccc1C)c1ccco1 (stereo not drawn)
→ 1 | 0 | 6
> CC(=NNC(=O)c1ccncc1)c1cc(Cl)ccc1Cl
→ 8 | 2 | 0
> Cc1ccc(N/N=C/c2c(C)c(C#N)c(=O)n(C)c2O)cc1C
→ 2 | -6 | -4
> CC(=O)NC(Cc1c[nH]c2ccccc12)C(=O)OCC(=O)N1CCN(S(=O)(=O)c2ccc(Cl)cc2)CC1 (stereo not drawn)
→ 88* | 0 | 1
> COc1ccccc1-c1cc(C(=O)N/N=C/c2ccc(C)o2)c2ccccc2n1
→ -4 | 7 | -3
> Cc1ccc(C(=O)N2CC(=O)Nc3ccc(C)cc3C2c2ccccc2)cc1 (stereo not drawn)
→ 3 | 9 | 6
> COc1ccc(C)cc1N(C(=O)c1snc(C(N)=O)c1N)C(C(=O)NC1CCCCC1)c1ccc(C)o1 (stereo not drawn)
→ 0 | 13 | -1
> Cc1ccc(NC(=O)CN2C(=O)S/C(=C\c3ccccn3)C2=O)cc1C
→ 2 | 3 | 1
> O=C1NC(c2cccc3ccccc23)Nc2ccc(Cl)cc21 (stereo not drawn)
→ 7 | 6 | 4
> CCOC(=O)c1ccccc1NC(=O)c1cncc(Br)c1
→ -1 | 5 | 2
> COc1ccc(NC(=O)c2ccc3c(c2)S(=O)(=O)N=C2CCCCCN23)cc1S(N)(=O)=O
→ 4 | 2 | 4
> C(=NOCCc1ccccc1)c1ccccn1
→ 5 | 3 | 7
> Cc1c(-c2ccccc2)c(-c2ccc(OCCN(C)C)cc2)n2ccccc12
→ 0 | 6 | 1
> Cc1ccc(S(=O)(=O)N2CCOCC2)cc1C(=O)Nc1cc(Cl)ccc1N1CCOCC1
→ 2 | 0 | 1
> COc1cc2c(c(OC)c1OC)C(=O)CO2
→ 3 | 5 | 4
> O=C(N=Nc1c(O)[nH]c2ccccc12)Nc1ccccc1
→ 4 | 7 | -8
> O=C(NC(=O)c1c(F)cccc1F)Nc1cccc(Oc2ncc(Cl)cn2)c1
→ 1 | 0 | -1
> Nc1c(N(CCO)C(=O)c2ccccc2OCc2ccccc2Cl)c(=O)[nH]c(=O)n1Cc1ccccc1
→ 10 | 2 | 10
> COCC(C)n1c(SCc2ccc(OC)c(F)c2)nc2ccccc2c1=O (stereo not drawn)
→ 1 | 0 | -4

Structures listed above that bear a hit mark in PAFAH2 FP inh.
Each structure is followed by: PAFAH1B2 inh | PAFAH1B3 FP inh | PAFAH2 FP inh
> COc1cc(OC)c(C(=O)OCC(=O)NCC2CCCCC2)cc1OC
→ 1 | -5 | 51*

One compound at a time (already shown):
`CC(NC(=S)NCCCN1CCOCC1)C1CC2CCC1C2` (stereo not drawn) across the screens: PAFAH1B2 inh: 6; PAFAH1B3 FP inh: 6; PAFAH2 FP inh: 18
`CC(=O)Oc1ccc2ccc3ccc(C(C)=O)cc3c2c1` across the screens: PAFAH1B2 inh: 6; PAFAH1B3 FP inh: 3; PAFAH2 FP inh: 4

Single entries from the results shown:
For PAFAH2 FP inh, COc1cc2c(c(OC)c1OC)C(=O)CO2 has the entry 4
For PAFAH1B2 inh, COc1ccc(NC(=O)c2ccc3c(c2)S(=O)(=O)N=C2CCCCCN23)cc1S(N)(=O)=O has the entry 4
For PAFAH1B3 FP inh, Cc1ccc(S(=O)(=O)N2CCOCC2)cc1C(=O)Nc1cc(Cl)ccc1N1CCOCC1 has the entry 0
For PAFAH2 FP inh, Nc1c(N(CCO)C(=O)c2ccccc2OCc2ccccc2Cl)c(=O)[nH]c(=O)n1Cc1ccccc1 has the entry 10
For PAFAH1B3 FP inh, C(=NOCCc1ccccc1)c1ccccn1 has the entry 3
For PAFAH2 FP inh, O=C(NC(=O)c1c(F)cccc1F)Nc1cccc(Oc2ncc(Cl)cn2)c1 has the entry -1
